Source: PubChem BioAssay (Fisher Drug Discovery Resource Center)
NPYLR7 agonist: activates Aedes aegypti NPYLR7 receptor. AID 1259423. HEK293T NPYLR7/Galpha15, GCaMP6s calcium fluorescence. activation, % at 10 µM. hit rate 0.15% among 270,000; in the data active = activation above about 40%;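 note: 0% = vehicle and 100% = reference agonist at the receptor; some compounds past the cut are filed as inactive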
hcGAS inh: inhibitors of human cGAS; Q8N884; recombinant h-cGAS, ATP depletion, Kinase-Glo luminescence; inhibition, % at 12.5 µM; hit rate 0.081% among 290,000; AID 1259398;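 note: 0% = vehicle reaction and 100% = reaction without DNA for no activity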
Target sequence (Q8N884 whole entry, looked up): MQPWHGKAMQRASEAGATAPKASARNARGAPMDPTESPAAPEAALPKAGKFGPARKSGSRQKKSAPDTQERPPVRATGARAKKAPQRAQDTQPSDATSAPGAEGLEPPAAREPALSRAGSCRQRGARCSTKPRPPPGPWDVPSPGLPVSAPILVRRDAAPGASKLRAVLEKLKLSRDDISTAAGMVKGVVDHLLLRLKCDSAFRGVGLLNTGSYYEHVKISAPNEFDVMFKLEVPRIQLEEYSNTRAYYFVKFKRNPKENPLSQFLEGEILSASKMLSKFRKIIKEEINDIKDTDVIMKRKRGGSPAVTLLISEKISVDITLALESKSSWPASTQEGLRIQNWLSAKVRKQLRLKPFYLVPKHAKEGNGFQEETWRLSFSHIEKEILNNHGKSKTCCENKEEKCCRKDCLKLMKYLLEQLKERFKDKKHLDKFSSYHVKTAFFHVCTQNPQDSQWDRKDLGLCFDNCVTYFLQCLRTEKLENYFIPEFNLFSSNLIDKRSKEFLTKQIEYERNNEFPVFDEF
mcGAS lum: inhibitors of mouse cGAS; Q8C6L5; recombinant cGAS, Kinase-Glo ATP depletion luminescence; inhibition, % at 12.5 µM; hit rate 0.15% among 160,000;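 note: 0% = negative control wells and 100% = reference inhibitor with no enzyme activity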
The depositor's hits bear a star; · = no result given; & = joins results of further samples. Cut-off read from the data, not from the text of the source, unless noted: active = inhibition above about 40%; inactive = the rest. No enrichment for hits; any-hit rate near 0.29%.

SMILES	NPYLR7 agonist	hcGAS inh	mcGAS lum
CC1SC(c2cccc(F)c2)N(CCN(C(=O)c2ccccc2Cl)C(C)C)C1=O (centres undefined)	15.5	-7.8	-5.5
Cc1c(C(=O)N2CCN(C(=O)c3cccc([N+](=O)[O-])c3)CC2)cc(-c2ccccc2)n1-c1ccc(F)cc1F	·	-7.0	-4.7
CNS(=O)(=O)c1cc(C(=O)O)co1	-0.5	-5.1	·
O=[N+]([O-])c1cn(-c2ccccc2)nc1-n1nnc2ccccc21	-11.8	-3.0	-8.5
CCOc1ccc(CCN=C=S)cc1OCC	3.4	-0.5	·
O=C(c1cn(CCC2CCCCC2)nn1)N1CCCC1c1ccccn1 (centres undefined)	-7.4	-2.7	-3.0
Cc1ccc(CN2CCN(Cc3cccnc3)CC2CCO)o1 (centres undefined)	6.2	-0.9	·
O=C(N/N=C\c1coc2ccccc2c1=O)c1ccccc1Cl	14.4	-3.5	-6.2
CC1CCC2(CC1)NC(=O)N(CC(=O)NC(C)(C)C)C2=O (centres undefined)	-4.4	-7.9	·
Cc1ccc(C)c2[nH]c(=O)c(CCNC(=O)C3c4ccccc4Oc4ccccc43)cc12	10.5	1.4	·
CCCc1ccccc1N1C(=O)CSC1c1ccc(NC(=O)c2ccc(F)cc2)cc1 (centres undefined)	6.9	-3.6	-7.1
Cc1ccc(NCc2nc3sc4c(c3c(=O)n2CC#N)CCCC4)cc1	19.9	-10.2	·
CCc1nn(CC(=O)NC(C)CCc2ccco2)c(=O)c2cc3occc3n12 (centres undefined)	28.0	-5.4	-3.2
CCN=C1NN=C(c2ccc(NC(C)=O)cc2F)CS1	4.5	1.6	·
CCNC(=O)NC(=O)C(C)Sc1nc2ccccc2c(=O)n1CCOC (centres undefined)	-4.9	-3.5	·
O=C(NCCc1ccc(Cl)cc1Cl)c1cc2n(n1)CCN(Cc1cccc(C(F)(F)F)c1)C2=O	13.6	-2.1	-4.5
CCOC(=O)C(=O)N1CCc2cc(OC)c(OC)cc2C1c1ccc(OC)cc1 (centres undefined)	13.2	-6.4	-5.0
CCn1c(=O)c(C(=O)NCC2CC2)nn(-c2ccccc2F)c1=O	18.9	-6.6	-6.0
CCOc1ccc(-c2nnc3ccc(SCC(=O)Nc4ccc(C)c(Cl)c4)nn23)cc1	16.4	-5.2	-6.6
Cc1ccc(S(=O)(=O)NC(=O)C2(C)CCN2C(=O)Cc2ccsc2)cc1 (centres undefined)	0.3	-5.3	·
COc1ccc2sc(N(CCN(C)C)C(=O)/C=C/c3cccs3)nc2c1	-7.8	-4.4	-6.9
CCN1C(=O)CC(Sc2ncccc2C(=O)O)C1=O (centres undefined)	-8.6	3.1	2.1
c1ccc(C2CCCN(CCNC3CCSCC3)C2)cc1 (centres undefined)	-1.8	-4.5	-12.3
COc1ccccc1-c1nc(C(N)=O)c2[nH]c(=O)n(-c3cccc(Cl)c3)c2n1	3.9	-4.6	-7.8
C=CCn1c(SCc2c(F)cccc2Cl)nnc1-c1ccc(OC)cc1	·	-5.7	-4.6
O=C1NC(=O)C2(CCCCCCCCCCC2)N1	2.5	-11.4	-9.1
CCOc1ccc(CN2CCCC(C(=O)Nc3ccc(-c4ccn[nH]4)cc3)C2)cc1 (centres undefined)	6.0	-4.1	-8.3
CC1(C(=O)N2CCCC2)CCN1C(=O)Cc1cccs1 (centres undefined)	-1.4	-0.6	-2.5
O=C(NCc1cccc2ccccc12)Nc1ccc2c(c1)CCCN2C(=O)C1CC1	-7.9	-4.5	·
CCCN(CC1CC(c2ccccc2C)=NO1)C(=O)NC(C)C (centres undefined)	10.9	-6.9	-5.9
N#CC(=Cc1cc(Br)cc(Br)c1O)S(=O)(=O)c1ccccc1	-2.7	-3.1	-3.8
CC1(Cc2ccc(S(C)(=O)=O)cc2)C(=O)Nc2ccc(-c3ccc(F)cc3)cc21 (centres undefined)	0.4	4.1	3.1
CCCCCCc1ccc(C(=O)NC(C)c2nc3cc(Cl)ccc3c(=O)n2C)cc1 (centres undefined)	9.9	-1.7	-5.5
CC(=O)Nc1ccc(S(=O)(=O)Oc2ccccc2CN(Cc2ccco2)C(=O)NC(C)(C)C)cc1	·	1.3	-5.4
Cc1ccc(-n2nc3c4nonc4ccc3[n+]2[O-])cc1	14.7	-10.6	·
CN(C)c1ccc(C=NNC2=Nc3cccc4cccc2c34)cc1	4.3	-9.9	-5.2
C=CCN(Cc1ccccc1C)C(=O)c1cc(C)nn1CC	8.2	-7.6	·
O=C(NC(c1ccc(-c2ccccc2)cc1)c1cnccn1)C1CCNCC1 (centres undefined)	2.5	-0.1	-1.7
CC(C)C[C@H]1CN(C(=O)c2cccc3nccnc23)CC[C@@]1(C)O	1.4	-2.5	·
CC(=O)NNC(=O)c1nn(-c2ccccc2)c(=O)c2ccccc12	9.2	-2.8	-9.5
CCCCCc1ccc(C(=O)NCC2CCN(c3nc(Cc4cccc(OC)c4)ns3)CC2)cc1	·	-10.6	-5.1
COc1ccc(-c2nnc(SCc3cccc(C(F)(F)F)c3)n2-c2ccccc2C)cc1	·	-3.1	-5.3
Cc1nnnn1Cc1ccc(C(=O)N2CCOC(C(F)(F)F)C2)cc1 (centres undefined)	6.5	-1.8	·
COCc1nn2c(N)c(C#N)nnc2c1-c1ccccc1	-15.8	-2.7	·
CC1(C)Cc2cccc(C3CC(=O)Nc4[nH]ncc43)c2O1 (centres undefined)	12.0	-0.5	-17.2
COc1ccccc1N1CCN(C(=O)c2ccc(OC(C)=O)cc2)CC1	-0.6	-1.0	-3.4
COC(=O)c1ccccc1SCc1csc(-c2ccc(OC)c(OC)c2)n1	5.1	4.5	1.6
COc1ccc(-c2nc(OC(C)C)nn2-c2ccc(NC(=O)C3CCC3)cc2)cc1	-14.2	2.4	1.5
Cc1nc(CN2C(=O)CC3(CCCC3)CC2=O)n(C)n1	·	-12.4	-5.3
CCC(=O)C1=C(c2ccc(F)cc2)N(C(=O)CC)n2c(nnc2C2CCCCC2)S1	7.2	-10.3	·

Remaining list, next part:
SMILES	NPYLR7 agonist	hcGAS inh	mcGAS lum
COc1cccc(Cc2nsc(N3CCC(C(=O)N4CCN(c5ccccc5OC)CC4)CC3)n2)c1	-10.5	-12.2	-3.0
COc1ccc(C(CC(=O)NC2CCN(Cc3ccccc3)CC2)c2cn(C)c3ccccc23)cc1OC (centres undefined)	5.6	4.0	-1.8
Cc1ccc(-c2cc(C(=O)Nc3ccc(F)cc3)c3ccccc3n2)cc1C	2.9	-4.4	-6.3
Cc1ccnc2nc(CC#N)[nH]c12	11.3	-7.2	·
O=C(O)C(O)(c1ccccc1)C(O)c1ccccc1 (centres undefined)	13.2	-3.0	·
Cn1cccc1C=CC(=O)O	-1.4	11.5	22.2
Nc1nnc(CCCNC(=O)c2ccccc2N2CCOCC2)s1	-2.7	2.5	·
CC(OC(=O)C1CCN(C(N)=O)CC1)C(=O)Nc1ccc(C#N)cc1 (centres undefined)	10.9	-7.1	·
O=S(=O)(c1ccc(-c2ccccc2)cc1)N1CCN(c2ccc3nncn3n2)CC1	3.4	-3.0	-4.5
C#CCN1CCC[C@H]1C(=O)Nn1cnc2ccccc21	0.9	-6.8	·
Cc1occc1C(=O)NNC(=O)C(C)NS(=O)(=O)c1cccc(Cl)c1 (centres undefined)	0.8	-3.8	-8.0
CCOC(=O)Cc1c(C)nc2ncnn2c1N1CCN(C(=O)c2cccs2)CC1	·	-4.1	-6.1
CC(C)COc1nc(-c2ccco2)n(-c2cccc(NC(=O)c3cccc([N+](=O)[O-])c3)c2)n1	·	-4.5	-4.4
CCCCCc1ccc(C(=O)NCC2CCN(c3nc(Cc4ccccc4)ns3)CC2)cc1	-6.2	-14.0	-5.3
O=C(CCCc1c[nH]c2ccccc12)N1CCCC1c1ccc(F)cc1 (centres undefined)	-0.8	14.3	·
CC(C)NC(=O)CCCn1nc(-c2ccc(F)cc2)ccc1=O	-0.6	-2.5	-2.4
CCC(C(=O)Nc1cc(C)on1)N(C)Cc1ccc(OC(F)F)c(OC)c1 (centres undefined)	1.0	-9.2	·
Cc1nn2c(NCCOCCO)cc(C(C)C)nc2c1-c1ccccc1	-0.5	-5.0	-7.1
CC(=O)N1CCc2c(sc(NC(=O)c3ccc(C)cc3)c2-c2nc3ccccc3s2)C1	5.8	1.6	·
Cc1cc(C)c2c(c1)C(=O)/C(=C\c1ccc(N(C)CCC#N)cc1)CC2	-7.8	-2.2	-12.2
COc1cc2c(cc1OC)C(C(C)NC(=O)Nc1ccc(C)cc1)N(Cc1cccc(C)c1)CC2 (centres undefined)	·	-4.0	-6.7
c1ccc(Cc2nc(CCc3cn4ccccc4n3)n[nH]2)cc1	·	-11.2	-12.1
CN(CCn1ccnc1)C(=O)CC(c1ccccc1)c1ccccc1Cl (centres undefined)	2.8	-7.7	·
CCOC(=O)c1nc2cc(C)c(C)cc2nc1N1CCN(S(=O)(=O)c2ccc(OC)c(OC)c2)CC1	6.1	0.8	-4.4
Cc1cccnc1NC(=O)CC1CSc2nc3c(cnn3-c3ccc(F)cc3)c(=O)n21 (centres undefined)	-0.4	-13.9	-8.7
CC(C)CN(CC(=O)N(CCc1c[nH]c2ccccc12)Cc1ccc(Cl)c(Cl)c1)C(=O)c1ccc(C(F)(F)F)cc1	16.8	-2.0	-3.4
COc1cccc(C(=O)N(CCN(C)C)Cc2c(-c3ccccc3)noc2N2CCCCC2C)c1 (centres undefined)	10.9	-4.9	-5.8
C=CCCC(O)CN(Cc1ccc(F)cc1)Cc1cccc(OC)c1OC (centres undefined)	-2.2	-3.0	-3.7
CCCc1ncncc1C(=O)NCc1cc(F)cc2c(C)c(C)[nH]c12	16.6	-3.5	·
Brc1ccc(-c2nc(-c3ccncc3)no2)cc1	-3.7&-5.5	-4.6&-4.3	-7.1
CC(C)(C)c1ccc(-c2nc3ccccc3[nH]2)cc1	30.5	-18.4	-19.1
CCc1nc(CCNC(=O)c2csc(S(N)(=O)=O)c2)cs1	2.3	-4.3	·
CSc1nc(N2CCCC2)c2cnn(CCNC(=O)Cc3cccc4ccccc34)c2n1	·	-5.6	-6.3
Cc1cccc(N2CCN(CCn3c(=O)[nH]c4ccccc4c3=O)CC2)c1	-0.9	-7.4	·
CCC1c2ccsc2CCN1C(=O)NCc1ccc(C)n1C (centres undefined)	-2.0	-13.0	-6.5
COCCN(Cc1ccccc1)C(=S)Nc1ccccc1F	-0.3	-8.8	-15.6
C#CCN(CC=C)Cc1cn[nH]c1-c1ccc(F)cc1	3.1	-4.7	-7.6
CCOc1ccc(N=c2scc(-c3ccc(OC)c(OC)c3)n2N2CCOCC2)cc1	-6.6	-2.7	-8.1
CC(C)(C)NC[C@H](O)COc1cccc2c1CCCC2=O	2.2	-10.6	-5.5
Cc1nccn1CC1CCCN(Cc2ccc(-c3cccnc3)cc2)C1 (centres undefined)	0.8	-7.9	-17.0
CCOC(=O)c1cc(C(C)C)sc1NC(=O)C(=O)c1c[nH]c2ccccc12	7.8	-4.9	-4.9
CC=CCn1c(=O)c2c(nc3n2CC(C)=NN3Cc2ccc(F)cc2)n(C)c1=O	-12.0	1.3	·
O=C(CC1CCCC1)NCc1nnnn1C1CCCCC1	5.3	-7.3	-8.0
CCOC(=O)c1oc2cc(O)cc(O)c2c(=O)c1-c1ccc(OC)cc1	-2.5	-4.5	-5.9
CC(C)(Oc1cccc(Cl)c1)C(=O)N1CCCC(n2cncn2)C1 (centres undefined)	-4.0	-2.5	·
CCCc1cnc(C)nc1N1C[C@H]2C[C@H](C1)[C@@H]1CCCC(=O)N1C2	-10.6	-3.0	-3.0
COCCN(Cc1ccc(OC)c(OS(C)(=O)=O)c1)C(=O)c1ccc(Cl)cc1Cl	0.8	-11.1	-5.5
N#CC(C#N)=C(C=Cc1ccc(OC(F)F)cc1)C1CC1	1.8	-7.3	22.3
O=c1nc(SCc2cccc3ccccc23)c2c(n1CCCO)CCC2	-6.8	-4.3	-5.3
CC(=O)O[C@@H](C)C(=O)N1CCN(c2nc3nccc(-c4ccc5c(c4)OCO5)n3n2)CC1	1.4	1.2	0.9
